Screens (PubChem BioAssay)
PNC assembly inh: inhibitors of perinucleolar compartment assembly; 140,000 tested, 3.1% active; activity change (PNC), negative = inhibition, % at 10 µM; PC3M PTB-GFP, PNC prevalence imaging, 16 h; hits give low values;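 active = readout at or below -70, meaning at least 70% loss of cells showing the perinucleolar compartment, a nuclear body marking cancer cells; inconclusive = readout between -30 and a set limit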;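 note: plate controls were DMSO wells for no effect and camptothecin positive control wells for full effect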
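PC3M cells stably expressing PTB-GFP, 750–1000 cells/well, treated 16 h at 37 °C with compound (23 nl of library stock), in duplicate. After paraformaldehyde fixation and Hoechst stain, imaged at 20x; PNC prevalence scored by image analysis.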
ALOX12 inhib: blocks human 12-lipoxygenase activity; purified 12-hLO, xylenol orange hydroperoxide absorbance; Potency, µM (doses to about 57.1 µM), for inactives: at the highest dose activity change, negative = inhibition, most hits filed as inhibitors; 150,000 tested, 0.12% active; note: potency is the fitted concentration of half-maximal effect; nearly all actives have a fitted effect of over 55% in size; many of its hits are not listed in these tables
Target sequence (P18054 whole entry, looked up): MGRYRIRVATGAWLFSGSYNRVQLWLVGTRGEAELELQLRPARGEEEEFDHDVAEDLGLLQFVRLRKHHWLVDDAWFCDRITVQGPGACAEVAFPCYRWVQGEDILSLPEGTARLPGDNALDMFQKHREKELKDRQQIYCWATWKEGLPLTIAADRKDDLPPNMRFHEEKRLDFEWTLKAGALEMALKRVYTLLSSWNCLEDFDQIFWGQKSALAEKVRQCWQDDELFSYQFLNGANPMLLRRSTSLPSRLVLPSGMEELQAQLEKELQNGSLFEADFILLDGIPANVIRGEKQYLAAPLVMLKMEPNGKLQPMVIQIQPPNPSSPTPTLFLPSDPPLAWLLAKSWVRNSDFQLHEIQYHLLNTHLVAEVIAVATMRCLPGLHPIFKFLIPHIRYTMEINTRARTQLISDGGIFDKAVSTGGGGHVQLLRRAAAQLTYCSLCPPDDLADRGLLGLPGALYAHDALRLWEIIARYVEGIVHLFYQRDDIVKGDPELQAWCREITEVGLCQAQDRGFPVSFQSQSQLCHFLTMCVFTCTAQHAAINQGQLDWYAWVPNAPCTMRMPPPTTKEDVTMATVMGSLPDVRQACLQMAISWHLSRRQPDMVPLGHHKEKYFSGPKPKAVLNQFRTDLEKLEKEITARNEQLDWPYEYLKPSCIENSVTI
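Xylenol orange chromogenic assay: hydroperoxide from 12hLO oxidises Fe(II), giving red-shifted Fe(III)-XO absorbance. Conditions: 150 nM enzyme, 40 uM arachidonic acid, 25 mM Hepes pH 7.0, 0.01% Triton X-100, 30 min, room temperature.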
15-hLO-2 inh: 15-hLO-2 (ALOX15B) enzyme inhibition. O15296. purified 15hLO-2, xylenol orange hydroperoxide absorbance. Potency, µM (top dose mostly 57.1 µM), inactives show at the top dose activity change, negative = inhibition, actives largely listed as inhibitors. 110,000 tested, 0.56% active; note: potency is the fitted concentration of half-maximal effect; nearly all actives have a fitted effect of over 60% in size; many of its hits are not listed in these tables
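Enzyme 50 nM, AA 45 uM, 25 mM Hepes pH 7.5 + 0.01% Triton X-100; cpd preinc 15 min RT, rxn 90 min RT; stop/detect with 200 uM XO + 300 uM Fe(II) in 50 mM H2SO4, 30 min; A573/A405.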
IMPase cell inh: IMPase inhibition in cells. P97697. AID 901. CHO-M1 cells, IP1 accumulation, HTRF TR-FRET ratio. 120,000 tested, under 10 active. inhibition (IP1 accumulation), % at 46.1 µM; active = well fitted curve in the direction sought with a large enough effect in the signal ratio, not every such curve was filed as active; inconclusive = small, poorly fitted or top-dose-only effect, or a change in a side signal; inactive = no such curve, though single readings can be large or run the other way; the % refers to the signal ratio;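 note: cells stimulated with carbachol in lithium chloride buffer; plate controls were DMSO basal wells for no effect and reference inhibitor wells for full effect; higher means more IMPase inhibition seen as more IP1 and lower FRET ratio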
Target sequence (P97697 whole entry, looked up): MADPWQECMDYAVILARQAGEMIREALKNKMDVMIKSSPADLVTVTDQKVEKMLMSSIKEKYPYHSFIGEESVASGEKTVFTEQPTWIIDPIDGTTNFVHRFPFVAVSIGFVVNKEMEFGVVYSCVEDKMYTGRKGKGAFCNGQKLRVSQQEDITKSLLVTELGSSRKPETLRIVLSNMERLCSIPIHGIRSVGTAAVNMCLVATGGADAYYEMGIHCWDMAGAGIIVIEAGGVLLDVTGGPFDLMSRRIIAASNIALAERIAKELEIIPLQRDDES
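Measured: the HTRF emission ratio (665/620 nm) plus the 620 nm donor channel, each fitted to the Hill equation to give AC50. Cells were CHO-M1 given compounds up to 46 uM and a 30 min carbachol stimulation at 37C.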
* = called active by the depositor; ? = inconclusive; / = no result given; [ ] = remark or other dose. Unless noted, calls come from the whole dose curve; as a rule, active = well fitted curve in the direction sought with a large enough effect; inconclusive = small, poorly fitted or top-dose-only effect, or another doubt; inactive = no such curve, though single readings can be large; an effect the other way counts as inactive or inconclusive. Unless noted, % is set by controls: 0 for no effect and ±100 for the full control effect.

SMILES	PNC assembly inh	ALOX12 inhib	15-hLO-2 inh	IMPase cell inh
C[C@@H](C(=O)Nc1ccccc1N1CCOCC1)N1C(=O)C2CC=CCC2C1=O (some centres undefined)	12	-4%	2%	-2
Cc1cccc(N(C(=O)Cn2nnc3ccccc32)C(C(=O)NCc2ccco2)c2ccncc2)c1 (centres undefined)	34	-6%	-1%	16
CC(=C/C(=O)O)/C=C/c1cccs1	13	-3%	4%	0
CC(=O)N(Cc1ccco1)c1nc(C(=O)Nc2ccc(Cl)cc2)c(C)s1	?	-6%	/	8
Cn1nnnc1SCC1=C(C(=O)O)N2C(=O)[C@@H](NC(=O)[C@H](O)c3ccccc3)[C@H]2SC1	-19	3%	/	/
CC(C(=O)Nc1sc2c(c1C#N)CCCCC2)N1C(=O)c2ccccc2C1=O (centres undefined)	?	4%	/	/
CCOC(=O)CCCCC(=O)c1[nH]c(=O)[nH]c1CSc1nc(C)cc(=O)[nH]1	?	-3%	-5%	4
COC(=O)C(C)Sc1nnc2n(-c3cccc(C)c3)c(=O)c3c4c(sc3n12)CCCC4 (centres undefined)	-17	-3%	5%	10
NC(=O)CSc1nnc(-c2ccc(S(=O)(=O)N3CCCCC3)cc2)n1-c1ccccc1	?	-3%	-2%	-1
CC1(C)C(=O)C(c2ccccc2)=C2CN3C(=O)N(CCc4ccccc4)C(=O)C3(Cc3ccccc3)C=C21 (centres undefined)	/	0%	-2%	/
CCOc1ccc2[nH]c(=O)c(CN(CCO)C(=O)c3ccc(F)cc3)cc2c1	10	-5%	-1%	-8
CCN(CC(=O)Nc1c(C(=O)OC)[nH]c2ccc(Cl)cc12)c1ccc2c(c1)OCO2	23	-17%	-12%	7
CCOC(=O)c1cc(OCC(=O)NC(C)C(C)C)cc(C(=O)OCC)c1 (centres undefined)	43	-1%	-1%	6
Cc1ccc(N=Nc2c(O)c(S(=O)(=O)O)cc3cc(S(=O)(=O)O)ccc23)c(C)c1	/	-7%[11.4 µM]	-13%[11.4 µM]	/
Nc1[nH]n(-c2ccccc2)c(=O)c1N=Nc1ccccc1[N+](=O)[O-]	?	0%	-18%	2
COc1ccc(C(=O)N2CCN(c3ncnc4c(-c5ccccc5)nsc34)CC2)cc1	-27	3%	6%	11
CNC(=O)CSCc1c(Cl)cccc1Cl	41	-2%	2%	3
COCCn1c(-c2ccc(OC)cc2)nc2ccccc21	37	-6%	-1%	6
O=C(Nc1ccc(F)cc1)c1ccccc1Oc1ccc(C(F)(F)F)cc1[N+](=O)[O-]	?	-5%	/	/
Brc1cc(Br)c(Oc2cc(Br)c(Br)cc2Br)cc1Br	/	-6%	-9%	/
CCC(=O)N(CCC(Cc1ccccc1)c1ccc2c(c1)OCO2)Cc1ccccc1F (centres undefined)	34	-7%	9%	12
CCOc1cc(C2C(C#N)=C(N)OC(C)=C2C(C)=O)cc(Br)c1O (centres undefined)	6	-19%	-13%	7
CCOc1ccc(S(=O)(=O)N/N=C(\C)C2CCCCC2)cc1	45	2%	/	/
O=C(Oc1cc(-c2ccccc2)no1)c1cccc(C(F)(F)F)c1	42	5%	-5%	3
COc1ccc(NC(=O)N2CC3(CCN(C(=O)c4ccncc4)CC3)C2)cc1	/	-1%	-2%	/
The list goes on:
SMILES	PNC assembly inh	ALOX12 inhib	15-hLO-2 inh	IMPase cell inh
Cc1ccccc1NS(=O)(=O)c1ccc(OCC(=O)NCc2ccco2)cc1	6	-3%	3%[11.4 µM]	-11[1.84 µM]
O=C(O)CSc1nnc(-c2ccco2)o1	32	2%	-2%	-3
CCNc1cc2oc(=O)c(CN3CCOCC3)c(C)c2cc1C	-3	-10%	-13%	?
O=C(CN1CCCC1)Nc1ccc(-c2nc3cc(NC(=O)CN4CCCC4)ccc3o2)cc1	-22	-1%	11%	1
Cc1cc(N2C(=O)C(O)=C(C(=O)c3ccc(C)o3)C2c2cccs2)no1 (centres undefined)	17	13%	15%[2.29 µM]	?
COP(=O)(/C=C/c1ccccc1)C(O)c1ccc(F)cc1 (centres undefined)	?	-1%	-2%	-2
Cc1nc(C#N)c(N/N=C/c2cccc(Cl)c2)o1	63	-18%	/	/
CSc1ccccc1NC(=O)CN(C)CC(=O)Nc1cc(C)ccc1C	14	-1%	/	-6
O=C(COc1ccc(/C=N/NC(=O)C(=O)N2CCCCCC2)cc1)Nc1ccccc1Cl	?	-4%	/	/
CCN1/C(=C2\C(=O)N(C)C(=S)N2C)C=Cc2cc(C)ccc21	47	-4%	/	20
O=S(=O)(c1ccc(Cl)s1)N1CCC(Cc2ccccc2)CC1	?	0%	0%	-3
CCOC(=O)C1=C(C)c2ccccc2N(C(=O)OC)C1(C)C(=O)OCC (centres undefined)	/	?	-49%[0.0915 µM]	/
CCOc1ccc(OCC)c(NC(=O)CN2CCN(CC)CC2)c1	?	-1%	/	8
CCN1CCN(C(=O)c2cn(CC)c3ccc(S(=O)(=O)N(C)C)cc3c2=O)CC1	18	4%	/	3
CCOc1ccccc1OCCn1nnc2ccccc21	?	0%	-2%	-1
CCOC(=O)C(/C(N)=N/C(=O)Nc1ccccc1)=C(\C)O	?	2%	-3%	15
C/C(CC(=O)Nc1cccc2c1CCCC2)=N\NC(=O)COc1ccccc1	8	-3%	/	/
COc1cccc(/C=C/C(=O)c2ccc[nH]2)c1	?	4%	-2%	5
CCCOc1ccc(CSCCNC(=S)Nc2ccccc2)cc1	-24	?	/	/
CC1CCC2CC1C2(C)C (centres undefined)	/	1%	11%	/
Cc1ccc(-c2[nH]nc(N)c2N=Nc2cccc(Cl)c2C)cc1	83	-5%	46%[activator]	4
CCC(/C=N/NC(=O)CCCCC(=O)N/N=C/C(CC)CC)CC	3	5%	/	/
CCC(=O)c1ccc(OCC(O)CN2CCN(c3ccc(F)cc3)CC2)cc1 (centres undefined)	63	5%	-2%	2
CC(OC(=O)c1ccncc1)C(=O)Nc1cccc(Cl)c1 (centres undefined)	?	-5%	-7%	?
CCN1C(=O)N(CC)C(O)(c2ccccc2)C1(O)c1ccccc1 (centres undefined)	9	-8%	0%	-9

In another format: results already given
mol,PNC assembly inh,ALOX12 inhib,15-hLO-2 inh,IMPase cell inh
CC1CCC2CC1C2(C)C (centres undefined),/,1%,11%,/
Cc1ccc(-c2[nH]nc(N)c2N=Nc2cccc(Cl)c2C)cc1,83,-5%,46%[activator],4
CCC(/C=N/NC(=O)CCCCC(=O)N/N=C/C(CC)CC)CC,3,5%,/,/
CCC(=O)c1ccc(OCC(O)CN2CCN(c3ccc(F)cc3)CC2)cc1 (centres undefined),63,5%,-2%,2
CC(OC(=O)c1ccncc1)C(=O)Nc1cccc(Cl)c1 (centres undefined),?,-5%,-7%,?

Carrying on:
SMILES	PNC assembly inh	ALOX12 inhib	15-hLO-2 inh	IMPase cell inh
CNc1oc(Cc2ccccc2)nc1S(=O)(=O)c1ccc(Cl)cc1	22	-2%	-5%	3
Cc1c(C(=O)N2CCCCCC2)nnn1-c1nonc1N	60	2%	1%	1
Cc1c(C(=O)NCC2COc3ccccc3O2)oc2ccc(S(=O)(=O)N3CC(C)CC(C)C3)cc12 (centres undefined)	-3	-9%	-7%	2
O=C(O)c1ccc(N2CCCCC2)cc1	12	-3%	5%	19
COc1ccc(C(=O)c2ccccc2O)c(O)c1	/	-7%	-2%	9[20.6 µM]
CCn1c(Cc2ccc(OC)cc2)nnc1SCC(=O)N1CCN(c2ccccc2)CC1	?	-3%	-2%	3
O=C(CSc1nnc(Nc2ccccc2)s1)Nc1cccc(S(=O)(=O)N2CCCCC2)c1	-9	0%	/	11
CN=C(c1ccccc1)c1c(C)cccc1C	5	1%	/	/
CC(/C=C/c1ccc2c(c1)OCO2)=N/NC(=O)C1COc2ccccc2O1 (centres undefined)	28	0%	/	/
Cc1ccc(-c2noc(CSc3nnc(CCc4ccccc4)n3-c3ccccc3)n2)cc1	-3	-7%	22%	22
O=C(NC1CCCCCC1)C1c2ccccc2C(=O)N1C1CC1 (centres undefined)	-3	-4%	-1%	?
O=C(Nn1c(=O)[nH]c2ccccc2c1=O)c1ccco1	-24	2%	-5%	-3
N/C(=N\OC(=O)c1ccc2ccccc2c1)c1cccc([N+](=O)[O-])c1	40	-1%	/	/
CC(C)[C@H](NC(=O)Nc1ccc(S(N)(=O)=O)cc1)C(=O)O	?	-2%	6%	1
Cc1ccc(Oc2cc(N3CCOCC3)nc(-c3ccccc3)n2)cc1	67	1%	8%	-4
Cc1nnc(SCC(=O)Nc2ccc(N3CCOCC3)cc2)o1	?	-5%	-3%	-5
CCOc1ccc(Cl)cc1S(=O)(=O)n1nnc2ccccc21	?	-5%	-2%	-10
O=C(Nc1ccc(CN2CCOCC2)cc1)c1cc2ccccn2n1	53	2%	/	9
COc1ccc(CNC(=O)c2cccnc2Sc2ccc(Cl)cc2)cc1	12	1%	1%	23
Cc1cc(SCCC(=O)O)nc2ccccc12	44	1%	-4%	?
COC(=O)CNC(=O)CN1c2cccc3cccc(c23)S1(=O)=O	?	-3%	8%	20
CC(C)(C)NC(=O)C(c1ccsc1)N(CCc1ccccc1)C(=O)Cn1nnc2ccccc21 (centres undefined)	-89*	-3%	2%	-1
c1ccc(-c2cn3nc(-c4ccccc4)cnc3n2)cc1	?	2%	/	9
COCCCNC(=O)c1ccc(-n2nc(C(F)(F)F)cc2-c2cccs2)cc1	16	1%	-16%	11
COc1ccc(C(=O)NC(CC(C)C)C(=O)O)cc1OC (centres undefined)	13	9%	-2%	-1
The list goes on:
SMILES	PNC assembly inh	ALOX12 inhib	15-hLO-2 inh	IMPase cell inh
COC(=O)CSc1nnc(-c2sc3ccccc3c2Cl)o1	-14	-14%	-15%	-9
CNc1nc(Oc2ccccc2C(=O)OC)nc(SC)n1	37	-2%	-11%	-5
C=CCn1c(N)c(C(=O)NCc2cccnc2)sc1=S	18	-1%	-11%	-10
CCSc1nnc2n(N)c(=O)c3ccccc3n12	86	2%	-1%	-3
Cn1c(=N)n(CC(O)c2ccccc2)c2ccccc21 (centres undefined)	23	1%	1%	-4
O=S(=O)(CCOc1ccccc1)c1nc2ccccc2[nH]1	25	-6%	-3%	9
CCCCCOc1ccc(/C=c2\sc3ncnn3c2=O)cc1	9	0%	-6%	0
O=C(COC(=O)c1ccc2ccccc2n1)Nc1ncc(C(F)(F)F)cc1Cl	-1	0%	-1%	6
CCNC(=O)CN1C(=O)NC(CCc2ccccc2)C1=O (centres undefined)	?	-7%	0%	1
Cc1cc(C)c2cc(C#N)c(N3CCCC3)nc2c1	-22	-5%	-4%	0
CCc1ccccc1NC(=O)CSC1=C(C#N)C(c2ccc3c(c2)OCO3)C2=C(CCCC2=O)N1 (centres undefined)	?	-15%	-27%	8
Cn1c(SCC(=O)NC2CC2)nnc1-c1cccc(NC(=O)c2ccccc2F)c1	-1	4%	3%	6
O=C(CSCc1c(F)cccc1Cl)NCc1ccco1	?	-2%	3%	6
CCOC(=O)C1=C(C)N(C)C(=O)NC1c1c(C)nn(-c2ccc(C)cc2)c1Cl (centres undefined)	32	-2%	1%	4
COc1ccccc1C(=O)N1CCN(c2ccccn2)CC1	52	7%	/	4
Cc1cccc(OP(=O)(Nc2c(C)n(C)n(-c3ccccc3)c2=O)Oc2cccc(C)c2)c1	-6	2%	/	/
CCOC(=O)c1ccc(NC(=O)c2ccc(CN3CCOCC3)cc2)cc1	14	6%	18%	3
COCCCn1c(Cc2csc(Nc3ccc(F)cc3)n2)nnc1SCC(N)=O	?	0%	10%	-4
COc1ccc(C(=O)CSc2n[nH]c(-c3ccco3)n2)cc1	-107*	-2%	4%	6
Cc1ccc2c(c1)/C(=N/OC(=O)c1ccc(F)cc1)CCS2	24	0%	/	6
CSC1=N/C(=C\c2ccc(C)s2)C(=O)S1	-4	-4%	/	/
O=C(NCCN1CCCCC1)c1cc2ccccc2[nH]1	?	-16%	9%	8
CCOC(=O)N1C(=O)C2(CCCCC2)N(c2ccccc2Cl)C1=S	-10	-2%	/	/

The list is partial; count on the stated rates, not on these rows.
